# CRFR2-BP ag – agonists of CRF-BP/CRF-R2 complex, primary screen, cell-based, HEK293, calcium dye fluorescence, uHTS; CRF-binding protein / CRF receptor 2 complex (human); calcium dye fluorescence (FLIPR); percent of saturating CRF peptide response; activation, % at 13.2 µM; 350,000 compounds, 0.46% hits; AID 588473, 2011;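 active = activation of at least 50%, plus an integration ratio under a set limit after plate pattern correction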;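 note: plate controls were neutral control wells without compound for no effect and CRF at EC100 for full effect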
# p-CIP stab down – p/CIP-EGFP fusion destabilizers, primary screen, fluorescence, F442A cells; Q05BA5; 16 h; decrease of EGFP signal, % at 10 µM; 290,000 compounds, 0.01% hits;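 active = EGFP signal decrease of at least 30% at 10 µM or well 3 SD below plate mean, unless failing retest; inactive = the rest, including hits failing retest or dose response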; note: some compounds called inactive have numbers as strong as hits; many of its hits are not listed in these tables
# Target sequence (Q05BA5 1-1403): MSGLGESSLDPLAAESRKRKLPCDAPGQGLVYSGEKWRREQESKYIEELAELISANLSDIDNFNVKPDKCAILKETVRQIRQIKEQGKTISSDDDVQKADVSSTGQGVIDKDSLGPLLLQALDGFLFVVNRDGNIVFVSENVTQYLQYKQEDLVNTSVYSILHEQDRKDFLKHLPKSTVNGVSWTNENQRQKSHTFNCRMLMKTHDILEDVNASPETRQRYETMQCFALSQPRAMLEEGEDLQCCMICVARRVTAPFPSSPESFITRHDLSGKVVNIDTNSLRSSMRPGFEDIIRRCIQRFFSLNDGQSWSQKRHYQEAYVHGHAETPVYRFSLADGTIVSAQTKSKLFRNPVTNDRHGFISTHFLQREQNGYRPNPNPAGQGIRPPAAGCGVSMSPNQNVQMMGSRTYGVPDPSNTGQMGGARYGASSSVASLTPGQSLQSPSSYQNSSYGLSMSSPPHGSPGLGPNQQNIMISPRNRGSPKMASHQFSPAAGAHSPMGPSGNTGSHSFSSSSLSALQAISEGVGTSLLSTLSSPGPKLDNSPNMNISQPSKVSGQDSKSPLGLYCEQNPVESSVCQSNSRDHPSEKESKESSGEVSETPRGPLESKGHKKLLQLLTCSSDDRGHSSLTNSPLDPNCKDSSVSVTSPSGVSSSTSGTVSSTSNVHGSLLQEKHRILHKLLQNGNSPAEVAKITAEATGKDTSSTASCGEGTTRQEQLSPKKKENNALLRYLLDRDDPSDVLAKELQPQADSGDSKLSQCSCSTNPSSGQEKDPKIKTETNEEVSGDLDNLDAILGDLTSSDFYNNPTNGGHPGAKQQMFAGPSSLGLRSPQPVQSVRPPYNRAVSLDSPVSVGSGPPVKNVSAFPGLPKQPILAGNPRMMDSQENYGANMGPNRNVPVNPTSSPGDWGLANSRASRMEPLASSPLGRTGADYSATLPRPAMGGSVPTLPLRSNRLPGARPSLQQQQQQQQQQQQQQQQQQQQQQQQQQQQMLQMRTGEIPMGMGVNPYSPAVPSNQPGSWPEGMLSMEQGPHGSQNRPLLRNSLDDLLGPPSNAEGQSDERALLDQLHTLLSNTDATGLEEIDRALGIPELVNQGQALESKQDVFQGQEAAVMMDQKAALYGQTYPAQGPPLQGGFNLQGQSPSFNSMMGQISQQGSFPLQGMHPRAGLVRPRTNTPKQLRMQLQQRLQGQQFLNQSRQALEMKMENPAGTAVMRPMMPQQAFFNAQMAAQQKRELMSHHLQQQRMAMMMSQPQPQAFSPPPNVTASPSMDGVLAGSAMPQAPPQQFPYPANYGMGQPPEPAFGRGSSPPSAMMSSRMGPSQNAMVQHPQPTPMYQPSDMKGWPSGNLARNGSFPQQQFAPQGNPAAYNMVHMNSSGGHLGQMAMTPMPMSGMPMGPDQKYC
# GalR3 antag – GalR3 antagonists in HEK293 cells, primary screen, cell-based, fluorescence readout; HEK293 GalR3-CNG cAMP membrane potential fluorescence; galR3 body fused to GalR1 C-terminus; 360,000 compounds, 0.44% hits; inhibition, % at 3 µM;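 active = inhibition above the screen-wide average plus 3 SD, cut at about 13% in these data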;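 note: forskolin and galanin both at EC90 stimulate the cells; cAMP rise reported by CNG channel membrane potential dye signal; 0% = forskolin plus galanin with DMSO and 100% = forskolin alone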
# IDE inh – human IDE inhibitors in live cells, primary screen, fluorescence polarization, HEK cells, FAbetaB substrate; Insulin-degrading enzyme (Homo sapiens), P14735; FAbetaB cleavage; inhibition, % at 5.59 µM; 320,000 compounds, 0.41% hits;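 active = percent inhibition above the average of all tested compounds plus 3 SD, set per screening campaign, cut at about 16% in these data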;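 note: IDE supplied by intact live HEK cells; FP after avidin binding of uncleaved biotin substrate so inhibition keeps polarization high; 0% = DMSO wells and 100% = 60 µM reference IDE inhibitor Ii1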
# M4 PAM – human M4 muscarinic receptor positive allosteric modulators, primary screen, CHO-K1 cells, Fluo-8 calcium fluorescence. 360,000 compounds, 0.4% hits. activation, % at 3 µM. CHO-K1 hM4/Gqi5, ACh EC20; 0% = ACh EC20, 100% = maximal ACh. AID 624126, 2012;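 active = activation above its plate's cutoff, the mean activation of sample wells plus 3 SD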; note: some results filed as inactive read as strong as hits
# CRFBP-R2 block – antagonists of CRF-BP/CRF-R2 complex, primary screen, cell-based, HEK293, calcium dye fluorescence, uHTS; CRF-induced calcium fluorescence; inhibition, % at 11.8 µM; 350,000 compounds, 0.59% hits;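 active = inhibition of the ligand-induced calcium signal above about 50% at the single tested concentration, limit read from the data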
# IDE act – human IDE activators in live cells, primary screen, fluorescence polarization, HEK cells, FAbeta-B substrate; Insulin-degrading enzyme (Homo sapiens), P14735; FAbeta-B cleavage; 0% vehicle, 100% cell-free pure enzyme wells; activation, % at 5.96 µM; 340,000 compounds, 0.073% hits; AID 493087, 2011;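 active = activation above the mean of all tested compounds plus 3 SD, set per screening campaign, cut at about 17% in these data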
# MEKK3 PB1 HTS – modulators of MEKK3-MEK5 PB1 binding, primary screen, biochemical, wildtype MEKK3, multiplex bead flow cytometry, Alexa488-MEK5 | Mitogen-activated protein kinase kinase kinase 3 (Homo sapiens), Q99759 | bead-based flow cytometry, Alexa488-MEK5 binding to MEKK3; actives lie on both sides; 0 = blocked by unlabeled MEK5, 100 = vehicle | binding response (% of control), % at 10 µM | 290,000 compounds, 1.4% hits | AID 1529, 2009;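 active = binding response more than 3 SD above or below the average of its plate-row segment, actives on both sides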;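 note: Alexa488 bead fluorescence after subtracting the streptavidin-only scavenger bead signal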
# PHOSPHO1 inh – PubChem AID 1565 | Phosphoethanolamine/phosphocholine phosphatase (Homo sapiens), Q8TCT1 | inhibition, % at 13.3 µM | 290,000 compounds, 1.1% hits | recombinant PHOSPHO1, absorbance phosphatase assay; in the data active = inhibition above about 60%
# * hit, by the source's call; x = not tested or not shown.
M4 PAM	PHOSPHO1 inh	GalR3 antag	IDE inh	MEKK3 PB1 HTS	CRFBP-R2 block	Structure	CRFR2-BP ag	p-CIP stab down	IDE act
0	11	-2	x	95	4	NNC(=O)c1oc2nc(-c3ccc(Cl)cc3)cc(-c3ccccc3)c2c1N	-0.6	-18	2
-13	2	-6	0	104	-3	CCOc1cc(/C=N/NC(=O)c2cccnc2)ccc1OCC(N)=O	0.0	3	-1
-8	x	-4	-1	x	-23	CCc1ccccc1Nc1nc2ccccc2[nH]1	-1.1	x	x
-3	-3	-8	0	104	1	CN(C[C@H](c1ccccc1)N(C[C@H](Cc1ccccc1)N(CCc1ccccc1)N=O)N=O)N=O	8.1	0	1
-5	x	-2	7	x	19	CCOC(=O)c1c(NC(=O)COC(=O)Cc2n[nH]c(=O)c3ccccc23)sc(C(=O)N(C)C)c1C	-0.8	x	-3
6	x	-5	6	x	7	Cc1cccc(N(Cc2ccccc2)C(=O)c2ccc(F)c(S(=O)(=O)N3CCOCC3)c2)c1	0.3	x	4
-14	x	-6	-5	x	-16	COc1cccc(NC(=O)CN(C)C(=O)c2cn(-c3ccccc3)nc2-c2cccs2)c1	2.0	x	-1
-6	x	-8	x	x	2	CC1CCCN(S(=O)(=O)c2ccc3[nH]c(=O)cc(C(=O)NCCCN4CCCCCC4)c3c2)C1 (stereo unspecified)	-1.4	x	x
-8	-40	-1	1	92	11	CCN1C/C(=C/c2sccc2C)c2nc3ccccc3c(C(=O)O)c2C1	-0.6	-1	5
-4	31	2	-2	101	-5	Cc1ccc(S(=O)(=O)N(CC(O)CN2C(=O)NC(C)(C)C2=O)c2cccc([N+](=O)[O-])c2)cc1 (stereo unspecified)	0.7	-17	4
1	36	-12	-7	99	22	CCc1ccc(S(=O)(=O)/N=C2\C=C(Nc3ccc(C(=O)O)cc3)C(=O)c3ccccc32)cc1	0.1	-22	5
-3	-18	-5	5	105	-10	CN(C)C(CNC(C(=O)Nc1ccc([N+](=O)[O-])cc1Br)c1ccccc1)c1ccccc1 (stereo unspecified)	0.0	-12	4
-4	-1	12	2	108	-1	O=C(O)CSC1CC(=O)N(c2ccc(Cl)c(Cl)c2)C1=O (stereo unspecified)	2.2	-6	-3
-2	-12	-6	x	95	9	Nc1cc2nn(-c3ccccc3)nc2cc1Cl	-0.4	-5	6
3	47	-6	-6	103	23	Cc1nc2c(C(=O)NCc3ccccc3)c[nH]n2c(=O)c1Cl	-1.9	-7	8
1	35	-5	0	102	11	COc1ccc(-c2nc(-c3ccccn3)no2)cc1	-2.3	-34	5
-6	-1	-3	-2	91	-29	CC(C)(C)NC(=S)N/N=C/c1c(Cl)cccc1Cl	2.9	7	-1
-3	-7	0	-4	81	25	COc1ccc(CSc2cccc3cccnc23)cc1[N+](=O)[O-]	-7.6	-2	1
-2	-12	-7	3	104	10	COc1ccc(/C=N/NC(=O)c2cc(-c3ccccc3)nc3ccccc23)c(OC)c1	3.2	0	1
1	98*	-3	-3	99	3	O=c1[nH]c(-c2ccncc2)nc2ccccc12	12	-3	1
6	-20	2	-4	101	1	Cc1onc(-c2ccccc2Cl)c1C(=O)N1C=CC(C(F)(F)Cl)=NCC1	0.2	1	3
2	20	-3	0	102	1	O=C(CSc1nnnn1C1CCCC1)N1CCOCC1	3.3	-14	1
4	38	-3	6	105	-20	COc1cccc(C(=O)N2CCOCC2)c1	4.0	-4	1
4	x	-2	4	x	-7	CCOc1ccc(S(=O)(=O)NCCC(=O)NCc2ccc(OC)c(OC)c2)cc1	-0.5	x	1
5	14	x	-3	103	8	CCc1noc(C)c1C(=O)N1CCCC1	0.1	1	8
-1	27	-7	2	102	15	Cc1cc(C)cc(NC(=O)N2CCC(NC(=O)c3ccco3)CC2)c1	1.6	-4	5
-6	x	3	-5	x	61*	Cc1ccccc1NC(=O)Cc1nc(COC(=O)c2cc([N+](=O)[O-])ccc2NCCO)cs1	2.0	x	11
-12	-13	-3	5	102	-11	N#CC1=C(N)NC(SCc2ccc(Cl)cc2)=C(C#N)C12CCCCC2	0.4	-3	2
-4	7	x	1	103	-9	Cc1nn(Cc2ccc(F)cc2)c(C)c1NC(=O)c1cnn2c1NC(c1ccccc1)CC2C(F)(F)F (stereo unspecified)	0.2	4	4
-2	-3	2	5	98	11	CCOc1ccc(-n2nc3c(=O)[nH]nc(C)c3c2C)cc1	-0.5	-3	2
2	x	-4	x	x	-9	COc1cc2c(cc1OC)[C@@H](NC(=O)CCc1ccccc1)[C@H](O)C2	-3.5	x	1
-1	44	-8	-3	104	18	O=C(NC1CCCCCC1)c1ccc(CS(=O)(=O)Cc2ccccc2F)o1	-1.6	1	-2
-4	20	-7	0	101	-1	O=C1c2ccccc2C(=O)C1c1ccc(Br)cc1	-1.3	-4	5
6	14	2	-3	102	-9	CCC(=O)Nc1cccc(-c2nc3ccccc3o2)c1	0.8	7	3
10	x	-5	1	x	3	COc1ccc(NC(=O)COC(=O)CN2C(=O)C3CCCCC3C2=O)cc1OC (stereo unspecified)	1.2	x	-1
-1	35	-12	7	104	-7	CC(C)(CO)CNC(=O)CCc1nnc(-c2ccc(-c3ccccc3)cc2)o1	4.3	-5	-1
1	-20	-2	-2	109	13	O=Cc1ccc2cccnc2n1	0.7	-15	0
-2	33	-5	x	109	-3	O=c1c2ccccc2oc2cc(OCc3ccc(F)cc3)cc(O)c12	1.0	1	1
11	x	-6	5	x	0	COc1cccc(NC(=O)CN(C)C(=O)c2c(C)noc2C)c1	-1.8	x	2
-5	30	-6	7	102	-2	CC(NC(=O)c1ccc(Br)s1)c1ccncc1 (stereo unspecified)	-2.7	-16	7
8	27	-1	x	100	4	CCOc1cccc(-c2nnc(SCC(=O)Nc3cccc(OC)c3)n2N)c1	-0.7	3	0
14	-8	3	1	105	6	c1ccc(-n2nnnc2N2CCOCC2)cc1	2.8	-2	-3
-1	-31	-3	-2	101	19	CCOC(=O)c1sc2nc(SC)nc(-c3ccccc3)c2c1N	-0.7	-24	0
11	8	-3	-1	99	-22	CC(C)Cc1nnc(NC(=O)CC(=O)Nc2ccccc2C(=O)O)s1	2.5	-2	1
4	x	-4	-4	x	16	CC(=O)N/C(=C\c1ccccc1)C(=O)OCC(=O)c1ccc(F)cc1	-0.9	x	1
2	-13	-4	-1	100	-6	COc1ccc(CC(=O)N2N=C(C)CC2(O)C(F)(F)F)cc1OC (stereo unspecified)	0.2	15	0
0	30	-6	-2	85	20	Cc1ccc(S(=O)(=O)N2CCOCC2)cc1NC(=O)CNCc1cccnc1	-1.9	-11	4
20	14	3	5	117	-18	O=C(CSc1nnc(-c2ccncc2)n1Cc1ccco1)N1c2ccccc2Sc2ccc(Cl)cc21	0.7	-6	4
5	-7	-4	1	105	3	O=C(CSc1nnnn1C1CCCCC1)NCc1cccc(C(=O)O)c1	-0.2	1	3
-8	-3	-6	1	91	-7	CC1CCN(c2nnc(-c3cccs3)c3ccccc23)CC1	0.2	-18	-2

# Given as comma-separated lines: 10 of the compounds above.
Compound,M4 PAM,PHOSPHO1 inh,GalR3 antag,IDE inh,MEKK3 PB1 HTS,CRFBP-R2 block,CRFR2-BP ag,p-CIP stab down,IDE act
CCOc1cccc(-c2nnc(SCC(=O)Nc3cccc(OC)c3)n2N)c1,8,27,-1,x,100,4,-0.7,3,0
c1ccc(-n2nnnc2N2CCOCC2)cc1,14,-8,3,1,105,6,2.8,-2,-3
CCOC(=O)c1sc2nc(SC)nc(-c3ccccc3)c2c1N,-1,-31,-3,-2,101,19,-0.7,-24,0
CC(C)Cc1nnc(NC(=O)CC(=O)Nc2ccccc2C(=O)O)s1,11,8,-3,-1,99,-22,2.5,-2,1
CC(=O)N/C(=C\c1ccccc1)C(=O)OCC(=O)c1ccc(F)cc1,4,x,-4,-4,x,16,-0.9,x,1
COc1ccc(CC(=O)N2N=C(C)CC2(O)C(F)(F)F)cc1OC (stereo unspecified),2,-13,-4,-1,100,-6,0.2,15,0
Cc1ccc(S(=O)(=O)N2CCOCC2)cc1NC(=O)CNCc1cccnc1,0,30,-6,-2,85,20,-1.9,-11,4
O=C(CSc1nnc(-c2ccncc2)n1Cc1ccco1)N1c2ccccc2Sc2ccc(Cl)cc21,20,14,3,5,117,-18,0.7,-6,4
O=C(CSc1nnnn1C1CCCCC1)NCc1cccc(C(=O)O)c1,5,-7,-4,1,105,3,-0.2,1,3
CC1CCN(c2nnc(-c3cccs3)c3ccccc23)CC1,-8,-3,-6,1,91,-7,0.2,-18,-2

# Later entries:
M4 PAM	PHOSPHO1 inh	GalR3 antag	IDE inh	MEKK3 PB1 HTS	CRFBP-R2 block	Structure	CRFR2-BP ag	p-CIP stab down	IDE act
-10	32	-8	-1	85	x	COc1ccccc1-c1csc(-n2ncc(C#N)c2N)n1	x	2	-2
17	13	-4	2	97	1	N#Cc1c(NCCCO)nc(-c2ccco2)c2c1CCCC2	-0.9	9	6
4	-19	-1	11	103	5	COc1cc(OC)cc(C(=O)N2CCN(C(=O)c3ccc(-c4ccccc4)cc3)CC2)c1	-3.8	-12	-1
-7	45	-3	1	103	8	Nn1c(SCc2ccccc2)nc2c(cnn2-c2ccccc2)c1=O	-1.6	-12	-1
-2	12	-3	1	102	3	Cc1cc(C(=O)C(=O)O)c(C)n1-c1ccc(Cl)c(Cl)c1	-1.8	-4	-1
16	1	-5	3	102	24	COc1ccc(/C=N/NC(=O)c2nc(Cl)c(Cl)c(N)c2Cl)cc1COc1ccc(F)cc1F	4.2	-10	1
7	x	-2	x	x	-11	COc1ccccc1C(=O)NC(=S)Nc1ccc(N2CCOCC2)cc1	-0.3	x	x
-5	2	-3	0	99	-13	Cc1ccc(C(=O)NCC(C)(C)O)cc1	-0.4	-5	9
-4	-5	-6	-5	91	-17	CSCC[C@H](NC(=O)COc1ccc(Cl)cc1)c1nc2ccccc2[nH]1	0.8	-7	-3
-5	5	-5	-2	102	3	COc1ccccc1NC(=O)N(c1c(N)n(Cc2ccccc2)c(=O)[nH]c1=O)C1CCCC1	-0.1	-3	5
-1	-2	-5	-2	97	-16	S=C(NC1CCCCC1)N1CCN(c2ccccn2)CC1	-2.2	5	1
-5	18	-5	-7	90	-1	CCOC(=O)C1CCN(C(=O)c2oc3ccc(S(=O)(=O)N4CCCCCC4)cc3c2C)CC1	1.9	-16	-1
-9	2	1	2	116	-2	Cc1cc2cc(CNC(=O)Nc3cccc(Cl)c3)ccc2n1C	2.0	-19	-1
15	-22	-2	6	101	7	COc1cc(NC(=O)CCc2ccccc2)c(C(=O)O)cc1OC	0.3	-10	-5
2	x	-4	4	x	1	O=S(=O)(c1ccc(F)cc1)N1CCN(S(=O)(=O)c2ccc3c(c2)OCCO3)CC1	5.5	x	4
-8	1	-3	-7	102	-5	S=C(NN=C1CCN(Cc2ccccc2)CC1)NC1CCCCC1	-1.0	-3	3
11	2	-5	1	99	3	O=C1SC(SCc2ccccc2)=N/C1=C\c1ccco1	1.2	-7	-10
